RGS4 act = RGS4 potentiators or activators, primary screen, cell-based, HEK293 M3R inducible RGS4, calcium flux. actives 0.92% (n = 310,000). B-score at 10 µM. carbachol calcium flux Fluo4; active compounds read low;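 active = B-score of the integrated calcium signal more than 4 SD below the library mean, with starting fluorescence not abnormally high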;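 note: negative B-score means reduced calcium response which marks RGS4 activation or potentiation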
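Material: Inducible-RGS4 HEK293 cells carrying M3 receptor; also added: carbachol at ECmax as muscarinic agonist stimulus; incubation: compound preincubation 20 min at room temperature before agonist; signal: Fluo4-AM (2 µM) calcium-flux fluorescence, kinetic read; measure: integrated calcium ratio converted to B score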
GSK3beta inhib = human GSK3beta kinase inhibitors, primary screen, biochemical, cell-free homogeneous, HTS; Glycogen synthase kinase-3 beta (Homo sapiens), P49841; actives 0.038% (n = 300,000); GST-GSK3beta kinase, ADP-Glo luminescence, 60 min; active compounds read low; AID 2097, 2009; activity score (negative = inhibition), % at 10 µM;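 active = more than half of replicate wells score below -50%, meaning over 50% inhibition versus plate controls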;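 note: 0% = median DMSO wells and -100% = median GW8510 positive control wells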
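Test system: GST-tagged human GSK3beta kinase, cell-free; evaluation: activity score scaled between in-plate DMSO and GW8510 controls; measured by: ADP-Glo luminescence; incubation: 60 min reaction, RT; benchmarks: DMSO and 20 µM GW8510; reagent: peptide substrate plus 25 µM ATP (final); medium: Tris/MgCl2 kinase buffer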
KCNQ1 inh = inhibitors of human KCNQ1 channel, primary screen, cell-based, thallium flux, high-throughput; CHO-K1 KCNQ1, FluxOR thallium flux fluorescence; active compounds read high; Potassium voltage-gated channel subfamily KQT member 1 (Homo sapiens), P51787; B-score at 10 µM; actives 1.3% (n = 310,000);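 active = compounds whose thallium flux B-score, printed positive for inhibition, exceeds three library SD while starting fluorescence stays within three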;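 note: channel opened by potassium depolarization with thallium stimulus after 20 min compound exposure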
Target sequence (P51787 whole entry, looked up): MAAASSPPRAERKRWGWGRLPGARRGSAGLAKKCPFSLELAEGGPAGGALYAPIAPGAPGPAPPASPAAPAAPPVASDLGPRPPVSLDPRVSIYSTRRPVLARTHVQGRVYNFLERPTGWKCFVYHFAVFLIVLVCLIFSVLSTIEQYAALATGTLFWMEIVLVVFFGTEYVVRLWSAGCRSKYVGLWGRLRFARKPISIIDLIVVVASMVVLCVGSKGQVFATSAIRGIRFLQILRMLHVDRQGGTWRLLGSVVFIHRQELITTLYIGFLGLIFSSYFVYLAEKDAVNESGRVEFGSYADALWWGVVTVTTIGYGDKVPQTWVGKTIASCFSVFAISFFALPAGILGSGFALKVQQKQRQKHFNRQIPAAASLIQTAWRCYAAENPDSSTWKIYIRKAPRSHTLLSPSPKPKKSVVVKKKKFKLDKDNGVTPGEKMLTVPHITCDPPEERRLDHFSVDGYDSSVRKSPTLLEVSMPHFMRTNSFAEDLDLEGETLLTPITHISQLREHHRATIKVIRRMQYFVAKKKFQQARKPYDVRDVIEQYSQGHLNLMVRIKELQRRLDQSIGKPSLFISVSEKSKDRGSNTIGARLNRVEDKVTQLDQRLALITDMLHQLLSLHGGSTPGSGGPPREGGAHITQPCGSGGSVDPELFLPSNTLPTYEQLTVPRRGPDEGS
Dyrk1A ADPGlo = rat Dyrk1A kinase inhibitors, primary screen, biochemical, single point, plate reader. Dual specificity tyrosine-phosphorylation-regulated kinase 1A (Rattus norvegicus), Q63470. ADP-Glo luminescence, NFATc1 peptide. inhibition, % at 12.5 µM. actives 0.43% (n = 310,000); in the data active = inhibition above about 50%;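 note: plate controls were vehicle with enzyme for no effect and no enzyme for full effect; many of its hits are not listed in these tables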
PolyA inh = polyadenylation inhibitors in yeast reporter cells, primary screen, luminescence, S. cerevisiae | S. cerevisiae SKY197-pL101 polyadenylation reporter, beta-gal luminescence; efflux-impaired pdr1/pdr3 knockout yeast; score 100 = 6 SD above DMSO | calls only at 12 µM | actives 0.02% (n = 300,000);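 active = lowest replicate activity score at least 50, where 100 means six control SD above control mean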;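 note: yeast exposed to compound for 9 h at 30 °C; higher score means more reporter readthrough which indicates perturbed polyadenylation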
RGS4 inh = RGS4 inhibitors, primary screen, cell-based, HEK293 M3R inducible RGS4, calcium flux | Regulator of G-protein signaling 4 (Homo sapiens), P49798 | Fluo-4 calcium flux; active compounds read high; triggered by carbachol at its EC20 | B-score at 10 µM | actives 0.45% (n = 310,000) | AID 463165, 2010;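 active = B-score, a plate-corrected calcium signal, over three deviations above library mean, with baseline fluorescence within five deviations of library mean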;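 note: RGS4 expression induced by doxycycline in cells with stable M3 receptor; B-score is computed from the integrated fluorescence ratio over baseline after carbachol; higher B-score means a larger calcium signal and so more RGS4 inhibition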
KCNK3 inh = human KCNK3 channel inhibitors, primary screen, CHO cells, FluxOR thallium flux, B-score | Potassium channel subfamily K member 3 (Homo sapiens), O14649 | FluxOR fluorescence; active compounds read low | B-score at 10 µM | actives 0.84% (n = 340,000) | AID 602410, 2012;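 active = B-score under library mean minus 4 SD, starting fluorescence ratio at most library mean plus 5 SD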;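 note: more negative B-score means stronger inhibition of thallium flux through KCNK3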
KCNK9 block = KCNK9 potassium channel inhibitors, primary screen, HEK293 cells, thallium flux; actives 1.2% (n = 310,000); FluxOR thallium flux fluorescence; active compounds read low; B-score at 10 µM;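 active = ratio B-score over 3 SD below the library mean, with starting fluorescence within 5 SD of its mean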;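 note: negative B-score means less thallium flux so channel inhibition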
Target sequence (Q9NPC2 whole entry, looked up): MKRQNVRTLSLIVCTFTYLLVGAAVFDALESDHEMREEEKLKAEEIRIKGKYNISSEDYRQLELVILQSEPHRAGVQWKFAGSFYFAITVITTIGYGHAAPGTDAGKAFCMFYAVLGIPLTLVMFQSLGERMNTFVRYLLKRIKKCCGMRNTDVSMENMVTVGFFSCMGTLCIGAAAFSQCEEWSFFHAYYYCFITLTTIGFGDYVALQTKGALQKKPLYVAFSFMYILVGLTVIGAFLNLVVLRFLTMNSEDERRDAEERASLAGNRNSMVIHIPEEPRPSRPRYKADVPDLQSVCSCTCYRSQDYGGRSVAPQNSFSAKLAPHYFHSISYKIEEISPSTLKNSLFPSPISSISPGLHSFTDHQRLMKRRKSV
hERG protect = hERG rescue from dofetilide block, primary screen, cell-based, CHO-hERG, FluxOR thallium flux, dofetilide IC70; dofetilide IC70 present; activation (rescue from dofetilide block), less the hit threshold, % at 10 µM; actives 0.51% (n = 310,000);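 active = activation above the mean of controls blocked by dofetilide plus 5 SD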;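 note: thallium influx through hERG after potassium depolarization seen as dye fluorescence rise; in these data hits start at about 4.7%; inactives centre near -7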
KCNQ1 pot = potentiators or activators of KCNQ1 channel, primary screen, cell-based, thallium flux, high-throughput; Potassium voltage-gated channel subfamily KQT member 1 (Homo sapiens), P51787; CHO-K1 KCNQ1, thallium flux FluxOR fluorescence; active compounds read high; B-score at 10 µM; actives 0.35% (n = 310,000);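 active = fluorescence ratio B-score, a plate-corrected score, at least three library SD, with initial intensity B-score within 5 SD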
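assay system = CHO-K1 cells stably expressing KCNQ1 | medium = assay buffer, equal DMSO in all wells | timing = 37 °C overnight plating, 90-min dark dye load, 20-min compound pretreatment | measured by = kinetic FluxOR thallium fluorescence, 10-s 1-Hz baseline, 110-s post-stimulus read | measure = fluorescence change relative to baseline, converted to B score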
GSK3A inh = blockers of GSK3A enzyme activity – biochemical, luminescence, cell-free homogeneous, HTS, primary screen; Glycogen synthase kinase-3 alpha (Homo sapiens), P49840; GSK-3 alpha kinase, ADP-Glo luminescence, 60 min; inhibition, % at 10 µM; actives 0.1% (n = 320,000); AID 2650, 2010;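 in the data active = inhibition above about 50%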;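 note: GST-tagged GSK-3 alpha with peptide substrate and 25 µM ATP; 0% = DMSO neutral wells and 100% = GW8510 positive control wells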
* marks the source's active call; other numbers are inactive results; i = inactive; · = no result given; & = joins results of further samples.

SMILES	RGS4 act	GSK3beta inhib	KCNQ1 inh	Dyrk1A ADPGlo	PolyA inh	RGS4 inh	KCNK3 inh	KCNK9 block	hERG protect	KCNQ1 pot	GSK3A inh
Nc1c(N2CCN(c3ccccc3)CC2)c2ccccc2oc1=O	i	·	i	2	i	i	i	i	-8	i	9
CC(=O)Nc1ccc(NC(=O)c2ccccc2N(C)S(=O)(=O)c2ccc(C)cc2)cc1	i	-4	i	0	i	i	i	i	-1	i	-1
Cc1ccc(S(=O)(=O)Nc2ccc(C(=O)NCc3cccnc3)cc2)cc1	i	3	i	11	i	i	i	i	-10	i	-2
CCCCN(C(=O)c1ccccc1Br)C1CCS(=O)(=O)C1 (stereo not given)	i	4	i	1	i	i	i	i	-11	i	0
CNC(=S)NCCN1CCOCC1	i	5	i	2	i	i	i	i	-1	i	-3
COc1ccc(N(CC(=O)Nc2cccnc2)S(C)(=O)=O)cc1	i	5	i	-1	i	i	i	i	-4	i	-1
O=c1ccc(-c2ccccc2)nn1Cc1ccc(F)cc1	i	4	i	4	i	i	i	i	-6	i	-2
CCN1CCN(C(=S)NCCOC)CC1	i	2	i	-3	i	i	i	i	-3	i	7
NC(=O)C1CCN(C(=O)C2CC(=O)N(c3ccc(F)cc3)C2)CC1 (stereo not given)	i	-4	i	4	i	i	i	i	-8	i	-2
CN(CC(=O)Nc1ccccc1Cl)C(=O)COC(=O)CNC(=O)c1ccc(Br)o1	i	-1	i	0	i	i	i	i	-11	i	·
CN(C)c1ccc(SC#N)cc1	i	1	i	-8	i	i	i	i	-10	i	0
O=C1Nc2cc(C(=O)N3CCN(c4ccc(F)cc4)CC3)ccc2NC1CSCc1cccc(F)c1 (stereo not given)	i	0	i	0	i	i	i	i	-7	i	0
COc1ccc2cc(C(C)C(=O)N3CCC(C(N)=O)CC3)ccc2c1 (stereo not given)	i	1	i	-5	i	i	i	i	-10	i	-1
O=C(NC1(O)C(=O)c2ccccc2C1=O)c1c(Cl)cccc1Cl	i	-5	i	21	i	i	i	i	-4	i	8
CNC(=O)c1ccsc1NC(=O)C1CCCN1S(=O)(=O)c1cccs1 (stereo not given)	i	-16	i	38	i	i	i	i	-14	i	33
COCc1cc(C)nc(SCC[N+](C)(C)CC(=O)Nc2cccc(C(F)(F)F)c2)c1C#N	i	-9	i	-1	i	i	i	i	-11	i	7
O=C(Oc1ccc(Br)cc1)c1n[nH]c(=O)c2ccccc12	i	0	i	1	i	i	i	i	-6	i	0
CCc1ccc(OCCCC(=O)NCc2ccco2)cc1	i	4	i	1	i	i	i	i	-15	i	2
CCOc1ccc(CCNC(=O)COC(=O)/C=C/c2ccco2)cc1OCC	i	4	i	-2	i	i	i	i	-4	i	-4
Cc1ccc(C(=O)OCN2C(=O)c3ccccc3C2=O)cc1S(=O)(=O)N1CCOCC1	i	-2	i	-1	i	i	i	i	-12	i	0
O=C(/C=C/c1ccc([N+](=O)[O-])cc1)/C=C/c1ccco1	i	4	8*	-1	i	16*	i	i	-5	i	-1
CCC(C)(C)NC(=O)C(c1ccccc1F)N(Cc1ccco1)C(=O)Cn1nnc2ccccc21 (stereo not given)	i	-3	i	1	i	i	i	i	-12	i	-2
Nc1ccc(S(=O)(=O)Nc2cnc3ccccc3n2)cc1	i	0	i	0&-1	i	i	i	i	-6	i	-5&0
COc1ccccc1-n1c2c(cc(C(=O)N3CCC(C)CC3)c1=O)C(=O)CC(C)(C)C2	i	1	i	10	i	i	i	i	-4	i	-1
COc1ccc(C(=O)Nc2nnc(S(=O)(=O)Cc3ccc(F)cc3)s2)cc1	i	3	i	1	i	i	i	i	-6	i	-3
Cc1ccc(-n2nc3ccc(N)cc3n2)cc1C	i	-2	i	1	i	i	i	i	-2	i	0
Cc1ccc(S(=O)(=O)NCc2ccncc2)cc1C(=O)NCC(C)C	i	-3	i	-6	i	i	i	i	1	i	1
Cc1ccc(S(=O)(=O)c2nnn3c2nc(Nc2cccc(C)c2)c2ccccc23)cc1	i	0	i	-6	i	i	i	i	-3	i	-1
CCn1c(=O)c(C(C)=O)c(O)c2ccccc21	i	4	i	·	i	i	i	i	-11	i	·
CCC(C)[C@H](NC(=O)N1CC(=O)Nc2ccccc21)C(=O)N[C@H](C(=O)O)c1ccccc1 (stereo not given in full)	i	3	i	-1	i	i	i	i	-4	i	0
COC(=O)c1cc(Br)c(=O)n(Cc2ccco2)c1	i	3	i	12	i	i	i	i	-4	i	-3
C=CCSc1nc(N)c(C(=O)Nc2ccccc2OC)cc1C(=O)Nc1ccccc1	i	-1	i	-1	i	i	-11*	-8.7*	-9	i	-1
Cn1cc(CN(CCO)Cc2cccs2)c(-c2cccc(Cl)c2)n1	i	0	i	·	i	i	i	i	-15	i	10
Cc1ccc(Cl)cc1NC(=O)NCc1ccccn1	i	-3	i	-2	i	i	i	i	-10	i	-1
Cc1ccc(NC(=O)c2nnn(CC(=O)Nc3ccc4c(c3)OCO4)c2N)cc1C	i	3	i	0	i	i	i	i	-6	i	-3
CCOc1cc(/C=N/n2c(C)nc3sc(C)c(C)c3c2=O)ccc1O	i	0	i	3	i	i	i	i	-11	i	-1
CC(CNC(=O)c1ccc(N)cc1)NC(=O)c1ccc(N)cc1 (stereo not given)	i	-1	i	4	i	i	i	i	-15	i	-1
C/C(CC1(O)C(=O)N(Cc2ccccc2)c2ccccc21)=N\O (stereo not given)	i	0	i	3	i	i	i	i	-11	i	3
O=C(CN1CCN(c2ncccn2)CC1)Nc1ccccc1-n1cccc1	i	1	i	1	i	i	i	i	-10	i	-3
O=c1n(Cc2ccccc2)c2cc(Cl)cnc2n1Cc1ccccc1	i	-2	i	1	i	i	i	i	-1	i	0
CN(C(=O)COC(=O)c1sc2ccccc2c1Cl)C1CCCCC1	i	3	i	12	i	i	i	i	-7	i	0
CC(=O)Nc1ccc(S(=O)(=O)NCC(CCC(=O)O)C(F)(F)F)cc1 (stereo not given)	i	2	i	-1	i	i	i	i	-7	i	-2
COC(=O)c1cn(NC(=O)Cc2cccc(C(F)(F)F)c2)c(=O)c2ccccc12	i	-1	i	·	i	i	i	i	-11	i	3
CC(=O)c1cccc(N(C(=O)CS(=O)CC(=O)Nc2ccc(F)cc2)C(C(=O)NC2CCCCC2)c2ccc(C)o2)c1 (stereo not given)	i	6	i	-4	i	i	i	i	-3	i	1
COc1ccc(C(=O)/C=C/c2cc(C(=O)O)cc3c2OCOC3)c(O)c1	i	-1	i	-1	i	24*	i	i	-10	i	-1
CCOc1cc(C(=O)Nc2cc(C)ccn2)cc(OCC)c1OCC	i	0	i	-4	i	i	i	i	-8	i	3
CCN(CC)S(=O)(=O)c1ccc(N=Nc2c(N)[nH]c(=O)[nH]c2=O)cc1	i	3	i	3	i	i	i	i	-10	i	12
O=C(C1CC(Cl)CN1S(=O)(=O)c1ccc(Cl)cc1)N1CCOCC1 (stereo not given)	i	1	i	0	i	i	i	i	-3	i	-1

Already shown: 9 of the compounds above.
SMILES	RGS4 act	GSK3beta inhib	KCNQ1 inh	Dyrk1A ADPGlo	PolyA inh	RGS4 inh	KCNK3 inh	KCNK9 block	hERG protect	KCNQ1 pot	GSK3A inh
O=c1n(Cc2ccccc2)c2cc(Cl)cnc2n1Cc1ccccc1	i	-2	i	1	i	i	i	i	-1	i	0
CN(C(=O)COC(=O)c1sc2ccccc2c1Cl)C1CCCCC1	i	3	i	12	i	i	i	i	-7	i	0
CC(=O)Nc1ccc(S(=O)(=O)NCC(CCC(=O)O)C(F)(F)F)cc1 (stereo not given)	i	2	i	-1	i	i	i	i	-7	i	-2
COC(=O)c1cn(NC(=O)Cc2cccc(C(F)(F)F)c2)c(=O)c2ccccc12	i	-1	i	·	i	i	i	i	-11	i	3
CC(=O)c1cccc(N(C(=O)CS(=O)CC(=O)Nc2ccc(F)cc2)C(C(=O)NC2CCCCC2)c2ccc(C)o2)c1 (stereo not given)	i	6	i	-4	i	i	i	i	-3	i	1
COc1ccc(C(=O)/C=C/c2cc(C(=O)O)cc3c2OCOC3)c(O)c1	i	-1	i	-1	i	24*	i	i	-10	i	-1
CCOc1cc(C(=O)Nc2cc(C)ccn2)cc(OCC)c1OCC	i	0	i	-4	i	i	i	i	-8	i	3
CCN(CC)S(=O)(=O)c1ccc(N=Nc2c(N)[nH]c(=O)[nH]c2=O)cc1	i	3	i	3	i	i	i	i	-10	i	12
O=C(C1CC(Cl)CN1S(=O)(=O)c1ccc(Cl)cc1)N1CCOCC1 (stereo not given)	i	1	i	0	i	i	i	i	-3	i	-1

High-throughput results: PubChem, several laboratories

Some of the compounds tested (hit frequency here may not be typical).
